CHO-K1 Ca ag: counter-screen for M1 agonists: effect in parental CHO-K1 cells; Fluo-8 calcium fluorescence; scaled to maximal ATP response, vehicle zero; activation, % at 3 µM; actives 0.48% (n = 360,000); AID 602248; in the data active = activation above about 15%;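 note: untransfected CHO-K1 host cells lacking M1 receptor as counterscreen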
M1 ag: human M1 muscarinic receptor agonism; P11229; CHO-K1 hM1, Fluo-8 calcium fluorescence, agonist mode; 0% DMSO, 100% acetylcholine EC100; activation, % at 3 µM; actives 0.33% (n = 360,000);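 active = activation above the run's mean compound activation plus 3 SD, cut at about 16% in these data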;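 note: peak over basal fluorescence ratio within a 140 s kinetic read after compound addition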
CHO parental Ca: signal in parental CHO cells, OX1R antagonist counter-screen; inhibition, % at 5.6 µM; actives 0.63% (n = 330,000); AID 463079; parental CHO-K1, ATP-induced calcium, Fluo-8 fluorescence;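 active = inhibition above that plate's mean sample inhibition plus 3 SD, cut at about 26% in these data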;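 note: 0% = ATP-challenged DMSO wells and 100% = DMSO wells without ATP; some compounds past the cut are filed as inactive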
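Measured by: calcium-sensitive Fluo-8 fluorescence / Test system: CHO parental line / Controls: ATP-challenged DMSO wells low, unchallenged DMSO wells high / Measure: % inhibition / Compound: single nominal dose of 5.6 µM per compound / Replicates: single well per compound, no replicates / Reagent: ATP as calcium-mobilizing challenge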
CHO-K1 Ca PAM: counter-screen for M1 PAMs: effect in parental CHO-K1 cells; ATP EC20, Fluo-8 calcium fluorescence; 0% at ATP EC20, 100% at ATP max; activation, % at 3 µM; actives 0.02% (n = 360,000);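 active = activation above the run cutoff, the mean activation of all test compounds plus 3 SD, cut at about 40% in these data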;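 note: peak over basal fluorescence ratio in a 140 s read after ATP addition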
OXTR potentiate: potentiates the human oxytocin receptor response; CHO-OTR cells, Fluo-8 calcium fluorescence, potentiator mode; 0% = oxytocin EC15, 100% = EC100; actives 0.061% (n = 320,000); activation, % at 3 µM;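 active = activation above that plate's cutoff, the mean activation of tested compounds plus 3 SD, cut at about 6.6% in these data, passing the limit was not always enough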;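 note: 100% uses oxytocin at 75 nM as the full agonist control; some results filed as inactive read as strong as hits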
Target sequence (P30559 whole entry, looked up): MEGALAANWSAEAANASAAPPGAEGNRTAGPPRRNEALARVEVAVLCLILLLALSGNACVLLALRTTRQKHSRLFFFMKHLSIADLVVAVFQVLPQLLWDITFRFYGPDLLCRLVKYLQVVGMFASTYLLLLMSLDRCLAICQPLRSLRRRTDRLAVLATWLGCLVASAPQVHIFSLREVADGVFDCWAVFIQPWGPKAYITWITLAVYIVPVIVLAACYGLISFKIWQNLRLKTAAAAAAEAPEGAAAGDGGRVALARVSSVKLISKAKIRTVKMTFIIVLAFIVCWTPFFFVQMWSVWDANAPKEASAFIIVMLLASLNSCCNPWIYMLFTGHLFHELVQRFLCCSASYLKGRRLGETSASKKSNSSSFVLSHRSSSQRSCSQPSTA
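Material: human OTR in CHO cells. Compound: 3.0 µM, one dose. Timing: compound 6 min at room temperature before oxytocin, 100 s read. Evaluation: % activation of max/min ratio relative to oxytocin controls. Replication: single well per compound, singlicate. Signal: Fluo-8 calcium dye fluorescence.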
TAAR1 agonist: agonists of human TAAR1; Q96RJ0; CHO RD-HGA16 TAAR1, Fluo-8 calcium fluorescence; vehicle wells 0%, saturating PEA agonist 100%; activation, % at 3 µM; actives 0.99% (n = 360,000); AID 624467;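 active = activation above the mean activation of all test compounds in the run plus 3 SD, cut at about 38% in these data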
Target sequence (Q96RJ0 whole entry, looked up): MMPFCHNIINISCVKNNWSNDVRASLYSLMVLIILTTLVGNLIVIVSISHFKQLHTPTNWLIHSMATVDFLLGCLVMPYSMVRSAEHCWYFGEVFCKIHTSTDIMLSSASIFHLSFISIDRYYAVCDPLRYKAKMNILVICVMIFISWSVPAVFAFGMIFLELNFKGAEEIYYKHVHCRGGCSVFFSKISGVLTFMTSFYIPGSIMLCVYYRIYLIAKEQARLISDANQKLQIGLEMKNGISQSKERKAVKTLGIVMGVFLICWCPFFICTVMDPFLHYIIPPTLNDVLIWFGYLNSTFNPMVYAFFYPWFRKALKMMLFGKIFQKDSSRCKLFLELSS
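Repeats: no replicates (n 1) | Material: CHO-derived RD-HGA16 cells with stable Gα16 and human TAAR1 | Technique: Kinetic Fluo-8 calcium fluorescence | Schedule: 17-24 h seeding, 75 min 37 °C dye, 30 min RT | Evaluation: % activation from peak over basal fluorescence ratio, DMSO-to-PEA scaled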
CHO-K1 Ca antag: counter-screen for M1 antagonists: effect in parental CHO-K1 cells. AID 602250. inhibition, % at 3 µM. ATP-induced calcium, Fluo-8 fluorescence. actives 0.6% (n = 360,000);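 active = inhibition above a per-plate cutoff, the plate's mean sample inhibition plus 3 SD, cut at about 24% in these data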;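 note: 0% = DMSO plus EC80 ATP and 100% = DMSO alone without ATP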
TAAR1 antag: human TAAR1 antagonism. Q96RJ0. CHO RD-HGA16 TAAR1, Fluo-8 calcium fluorescence, antagonist. inhibition, % at 3 µM. actives 1.5% (n = 360,000);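 active = inhibition above a per-plate cutoff, the mean inhibition of test compounds on that plate plus 3 SD, cut at about 49% in these data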;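 note: 0% = DMSO plus EC80 beta-PEA response and 100% = DMSO alone without agonist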
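System: CHO RD-HGA16 cells bearing hTAAR1. Reagent: EC80 β-phenethylamine stimulus. Schedule: seeding 17-24 h prior, 75-min 37 °C, 30-min RT dye loading. Signal: Fluo-8 intracellular calcium dye fluorescence, real-time kinetic reads. Read-out: % inhibition from peak post-agonist over basal fluorescence ratio. Benchmarks: vehicle wells and EC80 agonist wells. Replicates: n of 1.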
CHRM1 antagonist: human CHRM1 antagonism | inhibition, % at 3 µM | CHO-K1 hM1, Fluo-8 calcium fluorescence, ACh EC80 antagonist | AID 588852 | actives 1.3% (n = 360,000);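 active = percent inhibition above its own plate's cutoff, namely the mean of that plate's compound wells plus 3 SD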;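 note: peak over basal fluorescence ratio during 140 s after agonist addition; 0% = ACh EC80 plus DMSO and 100% = DMSO alone without agonist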
* = called active by the depositor. Not a hit list; any-hit rate near 4.2%.

For COCC(=O)Nc1nnc(C2CCCCC2)s1 the results were CHO-K1 Ca ag -0.3, M1 ag -1, CHO parental Ca -11, CHO-K1 Ca PAM 6, OXTR potentiate -14, TAAR1 agonist 9, CHO-K1 Ca antag 8, TAAR1 antag -5 and CHRM1 antagonist 14.
For Cc1sc(N/N=C/c2cccnc2)nc1-c1ccccc1 the results were CHO-K1 Ca ag 2.2, M1 ag -2, CHO parental Ca -23, CHO-K1 Ca PAM 6, OXTR potentiate -19, TAAR1 agonist 20, CHO-K1 Ca antag -4, TAAR1 antag 6 and CHRM1 antagonist 4.
CC(=O)c1cccc(NC(=O)CSc2nc(N3CCOCC3)nc(N3CCOCC3)n2)c1 was read as CHO-K1 Ca ag 1.1, M1 ag -2, CHO parental Ca -12, CHO-K1 Ca PAM 25, OXTR potentiate -3, TAAR1 agonist 0, CHO-K1 Ca antag -15, TAAR1 antag -4 and CHRM1 antagonist -10.
Screening CC(C)CCC(CCN1CCOCC1)c1ccc2c(c1)OCO2 (stereo not drawn) returned CHO-K1 Ca ag 0.0, M1 ag -6, CHO parental Ca -10, CHO-K1 Ca PAM 5, OXTR potentiate 1, TAAR1 agonist 15, CHO-K1 Ca antag -2, TAAR1 antag -4 and CHRM1 antagonist 11.
`O=C(NCCCCc1ccccc1)c1cccc(NC(=O)c2ccccc2)c1` gave CHO-K1 Ca ag 3.5, M1 ag 0, CHO-K1 Ca PAM 5, TAAR1 agonist 5, CHO-K1 Ca antag -3, TAAR1 antag 41 and CHRM1 antagonist 6.
O=c1cn[nH]c2ccccc12 was read as CHO-K1 Ca ag 0.3, M1 ag -3, CHO parental Ca -15, CHO-K1 Ca PAM -4, OXTR potentiate 3, TAAR1 agonist 2, CHO-K1 Ca antag -5, TAAR1 antag -16 and CHRM1 antagonist -3.
For C=CCn1c(SCC(=O)NC2CCCC2)nc2c([nH]c3ccccc32)c1=O the results were CHO-K1 Ca ag 1.0, M1 ag -3, CHO parental Ca -8, CHO-K1 Ca PAM 13, OXTR potentiate 2, TAAR1 agonist 0, CHO-K1 Ca antag -10, TAAR1 antag 1 and CHRM1 antagonist -14.
Screening CCOC(=O)CSc1nc2ccc(C)cc2cc1C#N returned CHO-K1 Ca ag 0.6, M1 ag -11, CHO parental Ca -12, CHO-K1 Ca PAM 19, OXTR potentiate 2, TAAR1 agonist 3, CHO-K1 Ca antag -23, TAAR1 antag -2 and CHRM1 antagonist -3.
`COc1ccc2c(c1)Cc1sc(NC(=O)c3cccs3)nc1-2` gave CHO-K1 Ca ag 0.9, M1 ag -6, CHO parental Ca -21, CHO-K1 Ca PAM 10, OXTR potentiate -5, TAAR1 agonist 7, CHO-K1 Ca antag 0, TAAR1 antag 1 and CHRM1 antagonist -9.
`CN(C)C(=S)Nc1ccc2ccccc2c1` gave CHO-K1 Ca ag -0.5, M1 ag 1, CHO parental Ca -6, CHO-K1 Ca PAM -12, OXTR potentiate -4, TAAR1 agonist 1, CHO-K1 Ca antag 20, TAAR1 antag 8 and CHRM1 antagonist 1.
COc1ccc(-c2ccc3oc(-c4ccc(OC)cc4)c(C#CC4(O)CCCCC4)c3c2)cc1 was read as CHO-K1 Ca ag 0.3, M1 ag -3, CHO parental Ca -29, CHO-K1 Ca PAM 23, OXTR potentiate -9, TAAR1 agonist 2, CHO-K1 Ca antag -15, TAAR1 antag -3 and CHRM1 antagonist 4.
Screening CN(C)CCNc1nc(-c2ccccc2)nnc1C(F)(F)F returned CHO-K1 Ca ag 5.6, M1 ag 0, CHO parental Ca -5, CHO-K1 Ca PAM 2, OXTR potentiate -8, TAAR1 agonist 4, CHO-K1 Ca antag 46*, TAAR1 antag -18 and CHRM1 antagonist -18.
`COc1ccc(-n2cnc3c(N)nc(N)nc32)cc1` gave CHO-K1 Ca ag -0.2, M1 ag -3, CHO-K1 Ca PAM 11, TAAR1 agonist 1, CHO-K1 Ca antag -9, TAAR1 antag -13 and CHRM1 antagonist -21.
Screening O=C(COC(=O)/C=C/c1cccc(Br)c1)NCCC1=CCCCC1 returned CHO-K1 Ca ag -0.2, M1 ag -6, CHO parental Ca -11, CHO-K1 Ca PAM 1, OXTR potentiate -6, TAAR1 agonist 4, CHO-K1 Ca antag -2, TAAR1 antag -1 and CHRM1 antagonist -8.
Screening COc1ccc(C(=O)NCCCC2CCCC2)cc1OC1CCN(C(C)C)CC1 returned CHO-K1 Ca ag 0.3, M1 ag -9, CHO-K1 Ca PAM 8, TAAR1 agonist 0, CHO-K1 Ca antag -6, TAAR1 antag -21 and CHRM1 antagonist 3.
`O=C(Cn1cccc1)Nc1ccc(OC(F)(F)F)cc1` gave CHO-K1 Ca ag -0.2, M1 ag -1, CHO parental Ca -9, CHO-K1 Ca PAM 9, OXTR potentiate -2, TAAR1 agonist 10, CHO-K1 Ca antag -4, TAAR1 antag 4 and CHRM1 antagonist 0.
`O=C1NC2(Nc3ccccc31)C(=O)Nc1ccc(Br)cc12` (stereo not drawn) gave CHO-K1 Ca ag 2.0, M1 ag -3, CHO parental Ca 7, CHO-K1 Ca PAM 1, OXTR potentiate -2, TAAR1 agonist -1, CHO-K1 Ca antag 2, TAAR1 antag 4 and CHRM1 antagonist 12.
Screening CCOc1ccc(C(=O)OCC(=O)c2c(N)n(C)c(=O)n(C)c2=O)cc1OCC returned CHO-K1 Ca ag 0.0, M1 ag 0, CHO parental Ca -6, CHO-K1 Ca PAM 13, OXTR potentiate -17, TAAR1 agonist 8, CHO-K1 Ca antag -6, TAAR1 antag 10 and CHRM1 antagonist -11.
Cc1ccnc(SCC(=O)Nc2c(C)n(C)n(-c3ccccc3)c2=O)n1 was read as CHO-K1 Ca ag 0.1, M1 ag -4, CHO parental Ca -4, CHO-K1 Ca PAM 3, OXTR potentiate 2, TAAR1 agonist 3, CHO-K1 Ca antag -4, TAAR1 antag 7 and CHRM1 antagonist 3.
`CCOC(=O)c1c(NC(=O)COC)sc2c1CCCC2` gave CHO-K1 Ca ag 0.0, M1 ag -4, CHO parental Ca -33, CHO-K1 Ca PAM -6, OXTR potentiate -6, TAAR1 agonist 3, CHO-K1 Ca antag 8, TAAR1 antag -20 and CHRM1 antagonist -2.
Screening Cc1cc(/N=C/N(C)C)on1 returned CHO-K1 Ca ag -0.2, M1 ag 0, CHO parental Ca 0, CHO-K1 Ca PAM -3, OXTR potentiate -3, TAAR1 agonist 3, CHO-K1 Ca antag -4, TAAR1 antag 17 and CHRM1 antagonist -33.
For Cc1ccc(OCC(=O)NN2C(=O)c3ccccc3C2=O)c(C)c1 the results were CHO-K1 Ca ag 0.2, M1 ag -4, CHO parental Ca -9, CHO-K1 Ca PAM 10, OXTR potentiate 0, TAAR1 agonist -1, CHO-K1 Ca antag 3, TAAR1 antag -18 and CHRM1 antagonist -12.
O=C(COC(=O)c1ccc([N+](=O)[O-])s1)NNC(=O)c1ccccc1 was read as CHO-K1 Ca ag 0.2, M1 ag -3, CHO parental Ca 3, CHO-K1 Ca PAM -20, OXTR potentiate -3, CHO-K1 Ca antag -5 and CHRM1 antagonist -3.
`COc1cc(OC)cc(C(=O)NCC(=O)OC2CCCCC2=O)c1` (stereo not drawn) gave CHO-K1 Ca ag -0.1, M1 ag -2, CHO parental Ca -7, CHO-K1 Ca PAM 11, OXTR potentiate 0, TAAR1 agonist 2, CHO-K1 Ca antag -11, TAAR1 antag 15 and CHRM1 antagonist 15.
`CCOc1ccc(N(C(C)C(=O)Nc2ccc(OC)cc2)S(C)(=O)=O)cc1` (stereo not drawn) gave CHO-K1 Ca ag 2.0, M1 ag -6, CHO parental Ca -13, CHO-K1 Ca PAM 19, OXTR potentiate -3, TAAR1 agonist 0, CHO-K1 Ca antag -9, TAAR1 antag -12 and CHRM1 antagonist 5.
`c1ccc(Cc2nnc3n2CCCCC3)cc1` gave CHO-K1 Ca ag 0.1, M1 ag -5, CHO parental Ca -7, CHO-K1 Ca PAM -5, OXTR potentiate -10, TAAR1 agonist 8, CHO-K1 Ca antag 12, TAAR1 antag 6 and CHRM1 antagonist 9.
`CN(/C(=N/S(=O)(=O)c1cccs1)c1ccccc1)c1ccccc1` gave CHO-K1 Ca ag 0.7, M1 ag -8, CHO parental Ca -15, CHO-K1 Ca PAM 25, OXTR potentiate -1, TAAR1 agonist -4, CHO-K1 Ca antag -14, TAAR1 antag -9 and CHRM1 antagonist -11.
Screening Cc1cc(=O)n2nc(N3CCC(C(=O)NCc4ccc(F)cc4)CC3)sc2n1 returned CHO-K1 Ca ag 3.4, M1 ag -4, CHO parental Ca -8, CHO-K1 Ca PAM -4, OXTR potentiate -2, TAAR1 agonist 1, CHO-K1 Ca antag -6, TAAR1 antag -19 and CHRM1 antagonist 19.
For S=c1[nH]nc(-c2cc(-c3ccccc3)n[nH]2)n1/N=C/c1ccccc1 the results were CHO-K1 Ca ag -0.2, M1 ag -2, CHO parental Ca -15, CHO-K1 Ca PAM -24, OXTR potentiate -4, TAAR1 agonist -3, CHO-K1 Ca antag 17, TAAR1 antag -19 and CHRM1 antagonist 25.
O=C1NCC(Nc2ccc(Cl)cc2)C(=O)N1 (stereo not drawn) was read as CHO-K1 Ca ag 2.2, M1 ag -4, CHO-K1 Ca PAM 12, TAAR1 agonist 1, CHO-K1 Ca antag -4, TAAR1 antag 3 and CHRM1 antagonist -14.
Screening O=C(CSc1ccc2ccccc2n1)N/N=C/c1ccccc1O returned CHO-K1 Ca ag 1.1, M1 ag 8, CHO-K1 Ca PAM -21, TAAR1 agonist 35, CHO-K1 Ca antag 16, TAAR1 antag 3 and CHRM1 antagonist 4.

Three structures out of the list, sorted by number of heavy atoms, largest number first.
For S=c1[nH]nc(-c2cc(-c3ccccc3)n[nH]2)n1/N=C/c1ccccc1 the results were CHO-K1 Ca ag -0.2, M1 ag -2, CHO parental Ca -15, CHO-K1 Ca PAM -24, OXTR potentiate -4, TAAR1 agonist -3, CHO-K1 Ca antag 17, TAAR1 antag -19 and CHRM1 antagonist 25.
Screening O=C(COC(=O)/C=C/c1cccc(Br)c1)NCCC1=CCCCC1 returned CHO-K1 Ca ag -0.2, M1 ag -6, CHO parental Ca -11, CHO-K1 Ca PAM 1, OXTR potentiate -6, TAAR1 agonist 4, CHO-K1 Ca antag -2, TAAR1 antag -1 and CHRM1 antagonist -8.
Screening Cc1cc(/N=C/N(C)C)on1 returned CHO-K1 Ca ag -0.2, M1 ag 0, CHO parental Ca 0, CHO-K1 Ca PAM -3, OXTR potentiate -3, TAAR1 agonist 3, CHO-K1 Ca antag -4, TAAR1 antag 17 and CHRM1 antagonist -33.

Screens from PubChem BioAssay.
